Bioassay records from PubChem BioAssay.
M1 PAM = positive allosteric modulators of human M1 muscarinic receptor | P11229 | CHO-K1 hM1, Fluo-8 calcium fluorescence, ACh EC20; 0% = ACh EC20, 100% = maximal ACh | activation, % at 3 µM | 0.088% of 360,000 active; in the data active = activation above about 19%, passing the limit was not always enough
Target sequence (P11229 whole entry, looked up): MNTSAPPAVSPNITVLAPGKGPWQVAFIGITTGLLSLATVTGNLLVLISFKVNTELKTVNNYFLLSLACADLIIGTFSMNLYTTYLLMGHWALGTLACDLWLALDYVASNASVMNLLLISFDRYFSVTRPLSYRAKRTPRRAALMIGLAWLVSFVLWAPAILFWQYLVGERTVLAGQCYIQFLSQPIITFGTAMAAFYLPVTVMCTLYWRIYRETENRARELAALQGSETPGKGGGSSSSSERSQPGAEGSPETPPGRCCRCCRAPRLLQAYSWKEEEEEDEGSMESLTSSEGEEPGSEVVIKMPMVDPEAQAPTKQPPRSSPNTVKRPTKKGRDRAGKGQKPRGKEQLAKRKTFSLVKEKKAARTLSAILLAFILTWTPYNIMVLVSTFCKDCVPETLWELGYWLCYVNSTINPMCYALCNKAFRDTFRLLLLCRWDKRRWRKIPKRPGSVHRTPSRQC
M5 PAM = potentiates acetylcholine response at human M5 receptor. 0.3% of 360,000 active. P08912. activation, % at 3 µM. AID 624038. CHO-K1 hM5, Fluo-8 calcium, ACh EC20 PAM; 0% = ACh EC20, 100% = ACh EC100;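 active = activation above the run cutoff, the mean activation of all test compounds plus 3 SD, cut at about 18% in these data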
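Test system: CHO-K1 hM5 cells / Doses: single-point, 3 µM nominal / Times: Post-acetylcholine fluorescence recording 140 s / Technique: Fluo-8 calcium fluorescence / Measure: Max/basal fluorescence ratio as % of EC20–EC100 ACh window / Benchmarks: low control EC20 acetylcholine (0%), high control EC100 acetylcholine (100%) / Replicates: one well per compound, no replicates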
CRFBP-R2 agonist = agonists of human CRF-binding protein/CRF-R2 receptor complex; AID 588473; HEK293 CRF-R2/CRF-BP, calcium dye fluorescence (FLIPR); percent of saturating CRF peptide response; activation, % at 13.2 µM; 0.46% of 350,000 active;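 active = activation of at least 50%, plus an integration ratio under a set limit after plate pattern correction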;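 note: plate controls were neutral control wells without compound for no effect and CRF at EC100 for full effect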
M4 antag = antagonists of human muscarinic M4 receptor (CHRM4). CHO-hM4 cells, ACh EC80, Fluo-8 calcium fluorescence. inhibition, % at 3 µM. 0.73% of 360,000 active. AID 624125;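 active = inhibition above its plate's cutoff, the mean inhibition of sample wells plus 3 SD, cut at about 27% in these data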;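 note: 0% = acetylcholine EC80 with DMSO and 100% = DMSO without agonist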
Target sequence (P08173 whole entry, looked up): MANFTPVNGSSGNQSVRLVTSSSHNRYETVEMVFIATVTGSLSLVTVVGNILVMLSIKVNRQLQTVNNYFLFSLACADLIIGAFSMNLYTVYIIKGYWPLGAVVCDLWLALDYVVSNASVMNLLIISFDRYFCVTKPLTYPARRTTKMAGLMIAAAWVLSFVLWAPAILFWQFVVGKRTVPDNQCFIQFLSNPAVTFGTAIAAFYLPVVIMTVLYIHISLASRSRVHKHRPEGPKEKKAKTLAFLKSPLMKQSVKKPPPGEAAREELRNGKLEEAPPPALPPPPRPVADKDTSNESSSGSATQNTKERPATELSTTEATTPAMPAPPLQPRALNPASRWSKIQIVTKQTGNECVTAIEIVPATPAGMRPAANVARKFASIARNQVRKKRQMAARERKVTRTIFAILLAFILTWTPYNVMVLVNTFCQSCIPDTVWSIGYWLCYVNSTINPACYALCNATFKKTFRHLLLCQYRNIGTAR
CHRM5 agonist = agonists of human muscarinic M5 receptor (CHRM5) | 0.19% of 360,000 active | P08912 | CHO-K1 hM5 cells, Fluo-8 calcium fluorescence; 0% DMSO wells, 100% maximal acetylcholine response | activation, % at 3 µM;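 active = activation above the run's mean over test compounds plus 3 SD, cut at about 23% in these data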;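 note: signal is peak over basal fluorescence ratio across the kinetic read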
M4 ag = agonists of human muscarinic M4 receptor (CHRM4) | P08173 | CHO-K1 hM4/Gqi5, Fluo-8 calcium fluorescence; vehicle 0%, full acetylcholine response 100% | activation, % at 3 µM | 0.14% of 360,000 active;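 active = activation above the run mean over all test wells plus 3 SD, cut at about 32% in these data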;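 note: peak over basal fluorescence ratio per well then scaled between controls; 0% = DMSO wells and 100% = acetylcholine at EC100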
CHRM4 PAM = positive allosteric modulators of human muscarinic M4 receptor | AID 624126 | CHO-K1 hM4/Gqi5, Fluo-8 calcium fluorescence, ACh EC20; 0% = ACh EC20, 100% = maximal ACh | activation, % at 3 µM | 0.4% of 360,000 active;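 active = activation above its plate's cutoff, the mean activation of sample wells plus 3 SD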; note: some results filed as inactive read as strong as hits
M5 antag = antagonists of human muscarinic M5 receptor (CHRM5); P08912; CHO-hM5 cells, Fluo-8 calcium fluorescence, ACh EC80; inhibition, % at 3 µM; 0.59% of 360,000 active;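 active = inhibition above a per-plate cutoff, the mean of that plate's test compounds plus 3 SD, cut at about 27% in these data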;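 note: 0% = acetylcholine EC80 with DMSO and 100% = DMSO without agonist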
M1 antag = human CHRM1 antagonism; P11229; 1.3% of 360,000 active; CHO-K1 hM1, Fluo-8 calcium fluorescence, ACh EC80 antagonist; inhibition, % at 3 µM; AID 588852;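 active = percent inhibition above its own plate's cutoff, namely the mean of that plate's compound wells plus 3 SD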;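 note: peak over basal fluorescence ratio during 140 s after agonist addition; 0% = ACh EC80 plus DMSO and 100% = DMSO alone without agonist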
Numbers without * were called inactive; · = no result given.

SMILES	M1 PAM	M5 PAM	CRFBP-R2 agonist	M4 antag	CHRM5 agonist	M4 ag	CHRM4 PAM	M5 antag	M1 antag
Cc1c(NC(=O)c2ccc(Cl)nc2)cccc1-c1nc2cccnc2s1	13	-2	-0.9	-1	7	9	-13	2	-20
COc1ccc(-c2[nH]ncc2CN2CCC(OCc3ccccn3)CC2)c(F)c1	14	11	-1.1	7	-1	0	-2	2	-22
Cc1onc(-c2c(F)cccc2Cl)c1C(=O)Nc1cc(S(=O)(=O)N2CCCCC2)ccc1O	-21	-39	7.8	27*	-2	24	-14	20	47*
CC(c1nnc(SCn2nnc3ccccc3c2=O)n1-c1ccc(Cl)cc1)N(C)C (stereo not drawn)	15	0	-0.6	-4	2	2	7	-10	-13
O=S(=O)(CCS(=O)(=O)c1ccccc1)c1ccccc1	-3	-7	-2.7	6	-3	1	-1	20	4
O=c1oc(-c2ccc(O)c(O)c2)cc2cccc(O)c12	6	-1	-0.5	0	8	8	7	8	-11
O=C(c1ncn2c1c(=O)[nH]c1ccccc12)N1CCc2ccccc2C1	0	-3	0.2	-13	-1	2	7	4	-5
CCC1(O)CCCC2C3CCC4CC(=O)CCC4(C)C3C(=O)CC21C (stereo not drawn)	3	3	1.5	-11	3	2	6	2	-9
COc1ccc(C(=O)/C=C/c2ccc(O)cc2)c2c1CC(O)C(C)(C)O2 (stereo not drawn)	-13	-8	6.6	3	2	4	-2	9	15
Cc1noc(C)c1CSCC(=O)Nc1cc(S(C)(=O)=O)ccc1Cl	3	1	1.4	-15	-1	2	8	2	-5
N#Cc1nc(Cl)c(Cl)c(NN)c1Cl	2	7	-0.7	-4	0	2	3	6	-9
CC1(C)Cc2c(sc3ncn4nc(CCC(=O)O)c(=O)nc4c23)CO1	6	-5	-0.9	6	-2	0	-5	9	-24
CC(=O)Nc1ccc(N(C(=O)c2ccco2)C(C(=O)NC2CCCC2)c2ccc(N(C)C)cc2)cc1 (stereo not drawn)	8	6	-0.7	-1	-1	1	-2	0	-11
N=c1c2c(n(Cc3ccccc3)c3c1CCC3)CCC2	-3	-4	0.4	2	-7	1	8	0	7
Cc1ccc(C(=O)NCc2ccccn2)cc1S(=O)(=O)N1CCCCC1	11	0	-1.0	0	-4	2	-6	-5	-15
Cc1ccsc1CN(C)C(=O)C1CCC(=O)N(CCc2cccc(F)c2)C1 (stereo not drawn)	9	3	-0.5	0	-1	4	1	-5	0
CC(=O)NS(=O)(=O)c1ccc(NC(=S)Nc2ccccc2)cc1	5	-2	-1.6	1	1	0	3	8	-7
C[C@H]1CN([C@@H](C)CO)C(=O)c2cccc(NC(=O)c3nc4ccccc4s3)c2O[C@H]1CN(C)C(=O)Nc1ccc(F)cc1	-9	-12	0.3	6	4	16	0	12	8
Cc1nn(-c2nc3ccccc3s2)c(N)c1Sc1ccc(F)cc1	-7	-6	-0.2	6	-2	0	-3	11	15
CC(O)(c1cccnc1)c1nc(-c2cccc(C#N)c2)cs1 (stereo not drawn)	26	-6	·	-17	3	5	19*	-8	-23
CC(c1ccon1)N(C)Cc1cn(Cc2ccccc2)nc1-c1ccc2c(c1)OCO2 (stereo not drawn)	-2	9	-0.5	-8	0	7	-3	4	5
CCOc1ccc(OCCSc2nnnn2-c2ccccc2)cc1	-6	-11	-0.9	-9	-12	1	0	-5	6
Cc1ccc(Nc2nc3ccccc3n3cnnc23)cc1Cl	11	6	-1.5	-18	-2	0	2	8	-14
CCCC[C@H]1COCCS(=O)(=O)N1Cc1cccc([N+](=O)[O-])c1	5	-5	0.1	5	-1	1	-4	9	-5
CC1CCc2sc(-c3n[nH]c(=S)o3)cc2C1 (stereo not drawn)	9	2	-0.1	4	1	1	4	0	-3
C[C@H](O)[C@@H]1CN2CCc3c([nH]c4ccc(-c5ccc6c(c5)OCO6)cc34)[C@@H]2C[C@@H]1N(C)C(=O)NC1CCCCC1	4	3	11	-4	-1	3	0	3	-9
CC(=O)Nc1ccc(N(CC(=O)NC2CCCCC2)C(=O)Cn2nnc(-c3ccccc3)n2)cc1	10	2	1.0	6	-3	0	3	4	-12
COc1ccc(OC)c(Cc2nnc(CCC(=O)N3CCCCCC3)o2)c1	3	0	0.1	1	1	3	-5	5	0
Cc1cc2cc(CN(Cc3cccs3)C(c3nnnn3C(C)(C)C)C(C)C)c3nnnn3c2cc1C (stereo not drawn)	-7	0	46	6	-1	0	9	-1	10
COc1ccc(C(NC(=O)C2CCN(CCCOc3ccccc3)CC2)c2ccccn2)cc1 (stereo not drawn)	1	-1	·	-16	-2	1	0	-4	-1
CC(=O)c1c(C)[nH]c(C(=O)CSc2nnc(CN3CCCCCC3=O)n2-c2ccccn2)c1C	-7	-4	1.8	11	-2	1	2	2	9
COc1ccc(CNC(=O)c2ccccc2SCC(=O)N2CCCC2)cc1OC	-7	-8	-2.1	-10	6	10	-3	-1	14
CC(NC(=O)Cn1nc(C(=O)O)c2ccccc2c1=O)c1ccccc1 (stereo not drawn)	-1	-6	-0.8	-2	3	2	7	-3	-15
O=C(CCc1nnc(CCCCc2ccccc2)o1)NCCN1CCCCC1=O	1	-2	0.8	0	-2	1	-9	6	-2
COC(=O)c1c(NC(=O)Cn2nc(C(F)F)cc2C(F)F)sc(C)c1C	-8	-9	-0.8	1	-13	-1	-1	-2	17
COc1ccnc(Oc2ccccc2)c1-c1ncn[nH]1	-3	3	-0.9	-1	1	1	10	-8	-4
COc1ccccc1CCC(=O)Nc1nc2ccccc2[nH]1	6	-6	1.5	-19	-6	8	-2	-5	-12
Cc1sc(NC(=O)CSc2nnnn2C2CCCC2)c(C#N)c1C	3	2	-0.6	-4	3	2	12	-2	-4
CN(CC(=O)Nc1cccc(F)c1)C(=O)c1ccc(N2CCCC2)c([N+](=O)[O-])c1	-5	-12	-2.9	-10	3	14	-6	4	-3
COc1ccc(S(=O)(=O)NCCCN2CCOCC2)c2ccccc12	-4	-5	-0.7	15	0	2	-8	9	2
COc1ccc(C(=O)Nc2ccc(S(=O)(=O)Nc3cc(C)nc(C)n3)cc2)cc1OC	2	3	0.0	1	-1	0	-7	10	-5
Clc1ccc(-c2cnnc(-c3ccccn3)n2)cc1	-2	6	-3.0	6	-10	1	-2	2	2
CCCCCn1c(CN2CCN(C(=O)OCC)CC2)nc2c1c(=O)[nH]c(=O)n2C	-3	-5	0.8	11	3	7	5	-3	9
Cc1ccc(C)c(COC(=O)c2cc(S(=O)(=O)N3CCCCC3)ccc2N2CCOCC2)c1	2	-4	-0.8	1	-1	0	-10	9	-2
COc1ccc(CNC(=O)COc2ccc([N+](=O)[O-])cc2)cc1	4	-1	-1.9	6	-1	0	-3	7	-2

Some values from above:
O=C(CCc1nnc(CCCCc2ccccc2)o1)NCCN1CCCCC1=O in CRFBP-R2 agonist reads 0.8
Clc1ccc(-c2cnnc(-c3ccccn3)n2)cc1 in CHRM4 PAM reads -2
CC(=O)c1c(C)[nH]c(C(=O)CSc2nnc(CN3CCCCCC3=O)n2-c2ccccn2)c1C in M1 antag reads 9

Continuation:
SMILES	M1 PAM	M5 PAM	CRFBP-R2 agonist	M4 antag	CHRM5 agonist	M4 ag	CHRM4 PAM	M5 antag	M1 antag
O=C(NNc1ccc(Cl)cc1)C1CCC1	-4	2	-0.1	3	2	0	-9	10	24
COc1cc2c(cc1OC)[C@@H](NC(=O)COc1ccccc1)[C@H](OCc1ccccc1)C2	2	-1	0.2	-16	1	11	-3	-6	-5
O=C(c1ccc(C(F)(F)F)cc1)N1CCC(=O)N(C(CO)Cc2ccccc2)CC1 (stereo not drawn)	15	5	2.0	-3	5	1	5	-1	7
CCN(CC)CCn1c2c(c(SCC(=O)NCc3ccccc3)nc1=O)CCCC2	3	3	3.5	0	-6	0	-1	2	-3
Cc1ccc(-c2noc(CCCC(=O)NCC3CCCO3)n2)cc1 (stereo not drawn)	-1	-2	-0.3	-4	0	5	2	3	9
CCOC(=O)C(C)N(c1ccccc1Cl)S(C)(=O)=O (stereo not drawn)	8	5	-0.7	-3	1	1	12	5	-10
Cc1ccnc(NC(=O)c2ccco2)n1	1	0	0.5	3	0	0	0	3	2
CN(C)c1ccc(Cc2ccc(N(C)C)cc2)cc1	9	-2	0.4	-19	-3	0	8	-7	-12
CC1(C)CC2CC(C)(CN2C(=O)CN2C(=O)c3ccccc3C2=O)C1 (stereo not drawn)	6	4	-1.3	-11	1	4	7	-2	-11
Cc1ccc(OCC(=O)Nc2ccccc2N2CCOCC2)c(C)c1	-1	-5	2.3	-3	1	4	-6	-2	1
O=C1OCC2=C1C(c1ccc(F)cc1)c1cc3c(cc1N2)OCCO3 (stereo not drawn)	-1	7	-5.9	5	2	-1	-8	-2	15
CCN(c1ccccc1)S(=O)(=O)c1ccc(OC)c(NC(=O)Cc2ccc(F)cc2)c1	5	-14	0.2	-4	5	6	-1	7	-3
CC(C)c1ccc(-c2noc(C3CCCN(S(C)(=O)=O)C3)n2)cc1 (stereo not drawn)	-3	3	-2.8	-18	3	4	3	-3	9
COc1cc(C(=O)Nc2ccc(S(=O)(=O)Nc3cnc4ccccc4n3)cc2)cc(OC)c1OC	7	9	-1.6	1	2	0	-4	-1	-12
COC(=O)c1cc(S(=O)(=O)Nc2cccc(OC)c2)cn1C	9	-8	1.9	-4	2	5	-5	3	-20
S=c1[nH]nc(-c2ccco2)n1/N=C/c1ccccc1	3	1	1.4	0	-3	1	4	9	-11
COc1ccccc1/C=C/C=C(\C#N)C(=O)NC(C)c1ccccc1 (stereo not drawn)	19	-3	1.1	-11	-3	3	-14	-3	-16
Cc1cc(Cl)ccc1OCCCC(=O)NC1CCN(C)CC1	-12	-8	-1.9	4	-12	2	-7	5	16
O=C(Nc1ccccc1-c1nnc(SCc2ccc(Cl)cc2)o1)c1ccccc1	12	7	-0.4	-14	0	1	17	-8	-18
CC(C)CN(CCCNC(=O)CC1Oc2ccccc2NC1=O)CC(C)C (stereo not drawn)	-4	0	0.3	6	3	1	-9	-12	1
CCCSc1nnc(NC(=O)Cc2ccc(OC)c(OC)c2)s1	7	3	-2.2	-1	5	6	-4	4	-5
COc1ccc(OC)c(-n2nnnc2SCC(=O)Nc2ccccc2N2CCOCC2)c1	7	-4	1.0	-14	1	5	5	-2	-4
Oc1c(CN2CCN(c3ccccc3)CC2)cc(Br)c2cccnc12	3	1	4.4	6	-7	0	-1	-2	-7
CN(Cc1c(O)ccc2c1oc(=O)c1ccccc12)C1CCCCC1	11	3	0.2	-9	3	2	-7	-3	-6
O=C(NCCc1ccc(Cl)cc1)C1CCCN1C(=O)Nc1ccccc1 (stereo not drawn)	18	0	-0.3	-2	2	-1	6	-4	-19
O=C(NCCNCCO)C1(C(F)(F)F)C/C(=C\Cc2ccccc2)CCCO1 (stereo not drawn)	2	10	-0.4	2	5	2	4	-3	4
